Screening results from PubChem BioAssay.
BAZ2B block – qHTS Assay for Inhibitors of BAZ2B; Potency, µM (titrated, usually from 114 µM), without a hit: top-dose activity change, negative = inhibition, most hits filed as inhibitors; AlphaScreen BAZ2B-H3K14Ac peptide displacement; 360,000 compounds, 4.4% hits; Bromodomain adjacent to zinc finger domain protein 2B (Homo sapiens), Q9UIF8; AID 504333, 2011; note: % is set by controls: 0 for no effect and ±100 for the full control effect; nearly all actives have a fitted effect of over 60% in size
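Inhibition is scored as reduced AlphaScreen emission. The BAZ2B/b-H3(5-23)K14Ac complex (50 nM each) in PBS pH 7.4, 0.01% Tween-20 meets compound (up to 110 uM) for 30 min at RT before bead addition.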
JMJD2A Tudor inh – qHTS Assay for Inhibitors of JMJD2A-Tudor Domain; Lysine-specific demethylase 4A (Homo sapiens), O75164; AlphaScreen JMJD2A-Tudor / H3K4me3 peptide binding; Potency, µM (titrated, usually from 114 µM), inactives show at the top dose activity change, negative = inhibition, usual class: inhibitors; 390,000 compounds, 4.4% hits; note: % is set by controls: 0 for no effect and ±100 for the full control effect; nearly all actives have a fitted effect of over 50% in size
HP1b binding inh – HTS for Inhibitors of HP1-beta Chromodomain Interactions with Methylated Histone Tails | Chromobox protein homolog 1 (Homo sapiens), P83916 | AlphaScreen HP1-beta / biotin-H3K9me3 peptide binding | Potency, µM (series often up to 114 µM), for the others: at the top dose activity change, negative = inhibition, hits mostly inhibitors | 390,000 compounds, 0.56% hits; note: nearly all actives have a fitted effect of over 70% in size; inactives centre near 23
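HP1-beta protein (50 nM final) preincubated 30 min at room temperature with biotinylated H3(1-18)K9me3 peptide (50 nM) in PBS pH 7.4, 0.01% Tween-20, then compound added for 30 min. AlphaScreen streptavidin donor/nickel chelate acceptor beads (10 ug/mL final), 30 min dark, luminescence read.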
BLM helicase inh – qHTS Assay for Inhibitors of Bloom's syndrome helicase (BLM) | RecQ-like DNA helicase BLM (Homo sapiens), P54132 | recombinant BLM DNA unwinding, fluorescence dequenching | Potency, µM (titrated, usually from 56.1 µM), for inactives: at the top dose activity change, negative = inhibition, usual class: inhibitors | 350,000 compounds, 0.2% hits | AID 2528, 2010;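 note: plate controls were vehicle for no effect and no enzyme for full effect; nearly all actives have a fitted effect of over 35% in size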
Pol iota inh – qHTS for Inhibitors of Polymerase Iota. Pol iota fluorescent replication assay, 10 min. AID 588590, 2011. DNA polymerase iota (Homo sapiens), Q9UNA4. Potency, µM (doses to about 115 µM), without a hit: at the highest dose activity, negative = inhibition, actives largely listed as inhibitors. 390,000 compounds, 1% hits
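Fluorescent replication assay read twice, at 0 min and 10 min after adding 50 nM (final) substrate. Enzyme (10 nM) and compounds were first incubated 15 min at room temperature; enzyme-free buffer wells were negative controls.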
Pin1 inhibitor – qHTS Assay to Find Inhibitors of Pin1. Peptidyl-prolyl cis-trans isomerase NIMA-interacting 1 (Homo sapiens), Q13526. Pin1 FP peptide displacement, HiFluor488, 10 min. Potency, µM (highest dose often 115 µM), for the others: top-dose activity, negative = inhibition, usual class: inhibitors. 390,000 compounds, 0.009% hits; active = well fitted inhibition curve with a large enough effect in the polarisation, with a control signal flat, not every such curve was filed as active; inconclusive = small, poorly fitted or top-dose-only effect, or effect the other way, or a change in a side signal; inactive = no such curve, though single readings can be large or run the other way; the % refers to the polarisation; note: % is set by controls: 0 for no effect and ±100 for the full control effect
GLS inh – qHTS for Inhibitors of Glutaminase (GLS); Potency, µM (doses to about 45.5 µM), without a hit: at the highest dose activity change, negative = inhibition, usual class: inhibitors; GLS enzymatic activity, qHTS titration; 410,000 compounds, 0.21% hits; Glutaminase kidney isoform, mitochondrial (Homo sapiens), O94925; AID 624170, 2012; note: % is set by controls: 0 for no effect and ±100 for the full control effect
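Enzyme dispensed in phosphate buffer (45 mM, pH 8.2, 0.02% Tween-20), compounds pinned in, then 1 mM L-glutamine solution and the glutamate oxidase–HRP–Amplex Red mix added; fluorescence read immediately and again after 30 min at room temperature.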
G9a inh – qHTS Assay for Inhibitors of Histone Lysine Methyltransferase G9a; G9a H3K9 monomethylation, AlphaScreen, 2 h; Potency, µM (top dose mostly 102 µM), for inactives: at the top dose activity, negative = inhibition, usual class: inhibitors; 350,000 compounds, 8.8% hits; note: % is set by controls: 0 for no effect and ±100 for the full control effect; nearly all actives have a fitted effect of over 75% in size
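Step 1: enzyme (final 20 nM) with compound, 15 min RT. Step 2: substrate peptide 500 nM and SAM 20 uM, 2 h RT. Step 3: anti-H3K9me1 antibody and AlphaScreen beads, 10 min, then plate read.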
Tb PGK inh – qHTS Assay to Find Inhibitors of Phosphoglycerate Kinase; Phosphoglycerate kinase, glycosomal (Trypanosoma brucei brucei), P07378; PGK/GAPDH coupled, Kinase-Glo luminescence, 60 min; Potency, µM (titrated, usually from 57.5 µM), for inactives: top-dose activity change, negative = inhibition, usual class: inhibitors; 380,000 compounds, 0.043% hits; note: % is set by controls: 0 for no effect and ±100 for the full control effect; nearly all actives have a fitted effect of over 60% in size
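Recombinant glycosomal PGK reaction used 1,3-bisphosphoglycerate generated in-well by GAPDH (100nM final) in 100mM TEA pH 7.6, 5mM MgCl2, 0.01% Tween-20. After 60 minutes at room temperature, ATP was read by Kinase-Glo Plus luminescence end-point.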
* = called active by the depositor; i = inactive; ? = inconclusive; · = no result given; & = joins results of further samples; [ ] = remark or other dose. Unless noted, calls come from the whole dose curve; as a rule, active = well fitted curve in the direction sought with a large enough effect; inconclusive = small, poorly fitted or top-dose-only effect, or another doubt; inactive = no such curve, though single readings can be large; an effect the other way counts as inactive or inconclusive. Potency is the fitted concentration of half-maximal effect. These rows are one share of the data. The share of hits here may be higher or lower than overall.

SMILES	BAZ2B block	JMJD2A Tudor inh	HP1b binding inh	BLM helicase inh	Pol iota inh	Pin1 inhibitor	GLS inh	G9a inh	Tb PGK inh
CN(C(=O)C1CCCN(c2ncnc3c2nc2n3CCCCC2)C1)c1ccccc1F (stereo unspecified)	-17%	-23%	-13%	0%	-10%	0%	-2%	-17%[59 µM]	i
C#CCOCCOCCOCCNc1nc(N2CCN(C(=O)[C@H](CCCCN)n3cc([C@@H](N)CO)nn3)CC2)nc(N2CCN(C(=O)[C@H](CCCCN)n3cc([C@@H](N)CC(C)C)nn3)CC2)n1	·	56µM*	22%	·	?	0%	3%	·	4%
COc1cc(/C=C/C(=O)c2ccc3c(c2)OCO3)cc(OC)c1OC	-3%	-21%	19%	·	?	?	-2%	-5%[2.33 µM]	0%
Cc1ccc(S(=O)(=O)N(C)C)cc1NC(=O)COC(=O)Cc1n[nH]c(=O)c2ccccc12	-7%	-10%	36%	-6%	5%	8%	-3%	4%	-11%
COc1ccccc1NC(=S)NC12CN3CN(CN(C3)C1)C2	4%	-12%[11.4 µM]	22%	-11%	114%[activator]	-3%	0%	0%	0%
Cc1oc(-c2ccccc2F)nc1CS(=O)(=O)CC(=O)N1CCN(c2cccc(C(F)(F)F)c2)CC1	4%	-10%	34%	-10%	31%	11%	2%	10%[59 µM]	-9%
O=C(Nc1ccc(Br)cc1F)c1cc(S(=O)(=O)NCc2ccc(F)cc2)ccc1F	1%	0%	18%	-3%	18%	10%	-1%	3%[59 µM]	6%
CCn1c(CNC(=O)COc2ccc(C(C)C)cc2)nnc1SCC(=O)Nc1ccccc1C(C)C	5%	-10%	15%	-6%	4%	-4%	-2%	-2%[59 µM]	·
COc1ccc(CCNC(=O)CSc2nnc(C(C)N(C)C)n2Cc2ccccc2)cc1OC (stereo unspecified)	-10%	7%	36%	-1%	87%[activator]	-3%	1%	-29%	-1%
Cc1ccc(NC(=O)COC(=O)CNC(=O)c2ccc3ccccc3c2)c([N+](=O)[O-])c1	-34%	-32%	15%	-3%	20%	0%	-9%	-13%[59 µM]	-4%
O=C(CSCc1ccc(Cl)cc1)NN=C1CCCC1	2%	?	40%[activator]	-2%	-11%	2%	-4%	14%[59 µM]	-4%
COCC(=O)Oc1c(S(=O)(=O)c2ccccc2)c(C)nn1C(C)(C)C	-4%	-4%	40%	0%	-9%	0%	28%	-44%	1%
COc1ccc(CCNS(=O)(=O)c2cn(C)nc2C)cc1	-2%[57.1 µM]	0%	25%	-8%	18%	1%	0%	38%	6%
Cc1ccc(NC(=O)C2CCN(C(=O)NC3CCCCC3)CC2)c(C)c1	3%	5%[57.1 µM]	42%[activator]	4%	24%	-2%	1%	-34%[59 µM]	-1%
CCNC(=O)CC1C(=O)N(c2ccccc2)C(=O)N1CCC(C)C (stereo unspecified)	8%	-2%	24%	-1%	14%	-11%	6%	-25%[12.7 µM]	9%
O=S(=O)(c1ccc(N2CCCC2)nc1)N1CCOCC1	-5%	-8%	27%	-1%	9%	-11%	-25%	37%[59 µM]	-7%
O=C(CSc1nc2ncccc2[nH]1)NC1CCCCC1	3%	-9%	?	-1%	69%[activator]	-8%	-3%	?	0%
Cn1c(N)c(C(=O)COC(=O)Cc2ccc(Cl)cc2Cl)c(=O)n(C)c1=O	13%	-10%	24%	·	55%[activator]	3%	1%	?	-6%
CCCc1cc(NCc2ccccn2)n2nc(C)c(-c3ccccc3)c2n1	31%	12%	114%[activator]	-11%	27%	?	-5%	138%[activator]	3%
O=S(=O)(c1cccs1)N1CCN(c2ccc(Cl)cc2)CC1	-9%&10%	-8%&-6%	-6%&15%	-2%&-7%	45%&-17%	7%&7%	-3%&-13%	-7%	-7%
C/C=C(\C)C(=O)Nc1cccc(C2=NOC3(C2)C[C@@H](C(N)=O)N(C(=O)c2ccccc2C(=O)c2ccccc2)C3)c1 (stereo partly specified)	-30%	-31%	-3%	-4%	40%[activator]	3%	3%	18%[12.7 µM]	-14%
Cc1cccc2cc(C#N)c(NCCNC(=O)NC3CCCCC3)nc12	1%	-6%	34%[activator]	1%	38%[activator]	4%	-2%	-5%[12.7 µM]	-7%
COc1ccc(/C(O)=C2\C(=O)C(=O)N(c3cc(C)on3)C2c2ccccc2OC)cc1C (stereo unspecified)	-6%	-33%	15%	-6%	?	-10%	7%	-14%	-4%
COc1cccc(CNC(=O)c2cc3ccccn3n2)c1	-2%	8%	30%	0%	38%[activator]	-2%	-1%	18%	-4%
CC(C)(C)C(=O)Nc1nc(=S)ss1	-9%	-20%	-20%	-2%	4%	-1%	5%	?	0%
C=C1c2cc(C)c(C)cc2NC(=O)N1c1ccccc1	-2%	-14%	30%	4%	258%[activator]	-1%	-3%	·	-8%
CC(=O)C[C@H](O)CC(=O)[C@@H]1OC(=O)CCCCCc2ccccc21	·	-14%	58%[activator]	·	18%	-2%	5%	·	-8%
COc1ccc(C2CC(=O)N(Cc3ccc(C)cc3)c3c2c(C)nn3-c2nc(C)cc(C)n2)c(OC)c1 (stereo unspecified)	-38%	-22%	42%[activator]	-1%	33%[activator]	-9%	4%	2%[59 µM]	-2%
O=C(COc1ncnc2ccccc12)NCCC1=CCCCC1	2%	1%	20%	-1%	7%	?	4%	18%	7%
CCOC(=O)C1=C(COC(=O)c2cccs2)NC(=O)NC1C (stereo unspecified)	-2%	-8%	14%	·	4%	-3%	-1%	-4%	-6%
Cc1cccc(C)c1NC(=O)CN(C)C(=O)CCC(=O)c1ccccc1	8%	3%	52%[activator]	·	11%	3%	-5%	12%[2.33 µM]	4%
Cc1ccc2nc(NC(=O)C3CCN(S(=O)(=O)c4cc([N+](=O)[O-])ccc4Cl)CC3)sc2c1	35µM*	40µM*	?	-13%	45µM*	?	-23%	?	-6%
C#CC(CC)(CC)NC(=O)NC1CCCCC1	1%	-5%	65%[activator]	-3%	1%	2%	-9%	1%	-2%
O=Cc1cccn1-c1nccc(-c2ccco2)n1	-26%	-8%	58%[activator]	-3%	?	3%	-4%	-27%	1%
CC(=O)N1CCN(C(=O)c2cc(-c3ccc(C)o3)nc3ccccc23)CC1	-2%	-11%	-3%	·	31%[activator]	-10%	-1%	-4%[0.501 µM]	0%
O=C(Nc1cccc(Cl)c1)c1cncn1-c1ccc(F)cc1	?	-19%	25%	-10%	13%	7%	-8%	7%	i
CC(C)CC(=O)Nc1ccc(C(=O)COC(=O)C2=COCCO2)cc1	-7%	0%	22%	·	3%	8%	4%	-37%	-4%
CCN(CC(=O)Nc1c(F)cccc1F)C(=O)c1ccc(-n2cncn2)c([N+](=O)[O-])c1	-4%	-18%	14%	·	50%[activator]	3%	7%	19%[0.501 µM]	2%
Cc1ccc(Oc2nnc(-c3ccccc3)c3ccccc23)cc1	10%	-7%	8%	-8%	11%	-4%	-1%	·	-3%
CCOC(=O)N1CCN(c2ncc3c(n2)CC(c2ccccc2O)CC3=O)CC1 (stereo unspecified)	-23%	-25%	20%	-4%	12%	0%	-20%	4%[59 µM]	-9%
CCCN(CCC)CCNC(=O)Cn1cnc2sc(C)c(S(=O)(=O)N3CCC(C)CC3)c2c1=O	6%	-15%	15%	1%	?	-2%	0%	2%[59 µM]	-3%
Cn1c(=O)[nH]c(=O)c2c1nc(CN1CCN(c3ccccc3)CC1)n2Cc1c(F)cccc1Cl	-9%	-16%	23%	6%	14%	2%	4%	?	i
Cc1ccc(S(=O)(=O)NC(CC(=O)O)c2ccccc2)c(C)c1 (stereo unspecified)	14%	-11%	8%	3%	1%	4%	20%	9%[0.0925 µM]	-8%
CC(C)CC(=O)Nc1ccc(C(=O)NNC(=S)NC(=O)C2CCCCC2)cc1	10%	89µM*	18%	-4%	28%	0%	8%	?	8%
COCC(=O)c1[nH]c2ccccc2c1C	-7%	-1%	41%[activator]	-1%	0%	1%	12%	?	6%

Quoted from the listing.
GLS inh result of C#CC(CC)(CC)NC(=O)NC1CCCCC1 stands at -9%
HP1b binding inh result of COc1ccc(/C(O)=C2\C(=O)C(=O)N(c3cc(C)on3)C2c2ccccc2OC)cc1C (stereo unspecified) stands at 15%

Remaining list, next part
SMILES	BAZ2B block	JMJD2A Tudor inh	HP1b binding inh	BLM helicase inh	Pol iota inh	Pin1 inhibitor	GLS inh	G9a inh	Tb PGK inh
CCC(C)NC(=O)c1ccc2c(c1)N=C(C)c1cc(C)ccc1S2 (stereo unspecified)	-26%	-20%	13%	-4%	4%	0%	-20%	?	-6%
CCC(NC(=O)Nc1cc(C)on1)(C(F)(F)F)C(F)(F)F	1%	-4%	59%[activator]	-1%	8%	-5%	-1%	0%	-8%
CCc1ccc(Cc2cnc(NC(=O)c3ccc4c(c3)CC(c3ccccc3)OC4=O)s2)cc1 (stereo unspecified)	-4%	-7%	25%	-3%	17%	-9%	2%	-1%[59 µM]	2%
Cc1cccc(OCC(=O)Nc2cccc(O)c2)c1	-1%	-5%	31%	-1%	11%	2%	11%	?	7%
COc1ccc(C(c2c(NC(C)=O)sc3c2CCCC3)N2CCN(CCO)CC2)cc1OC (stereo unspecified)	-35%	-27%	7%	0%	-1%	4%	13%	?	5%
CC(=O)Nc1ccc(S(=O)(=O)NCCC(=O)OCC(=O)NC(C)c2ccc(Cl)cc2)cc1 (stereo unspecified)	·	-9%	24%	·	-24%	1%	1%	·	i
